DRD3 antagonist – qHTS of D3 Dopamine Receptor Antagonist: qHTS | 360,000 compounds, 2.5% hits | max response, negative = inhibition, % | D3R cells, DiscoveRx beta-arrestin luminescence, antagonist mode; stronger effect = lower value; in the data active means max response below about -50%; inconclusive means no clear call, values can overlap the other calls; further: on the % scale 0 is the no-effect control and ±100 the full control effect; mostly tested at two doses, the higher about 12 µM
Target sequence (P35462 whole entry, looked up): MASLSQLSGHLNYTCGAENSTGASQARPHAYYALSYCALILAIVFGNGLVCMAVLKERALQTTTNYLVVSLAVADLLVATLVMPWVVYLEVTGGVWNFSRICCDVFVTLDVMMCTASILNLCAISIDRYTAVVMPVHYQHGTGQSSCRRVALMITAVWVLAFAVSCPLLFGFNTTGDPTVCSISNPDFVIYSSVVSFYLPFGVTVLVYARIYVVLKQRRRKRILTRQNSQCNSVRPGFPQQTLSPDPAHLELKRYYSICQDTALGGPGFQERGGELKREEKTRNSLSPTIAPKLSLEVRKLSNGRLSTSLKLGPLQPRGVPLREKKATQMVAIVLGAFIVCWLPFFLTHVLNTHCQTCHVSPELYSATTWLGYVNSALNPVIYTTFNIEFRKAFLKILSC
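Cells plated overnight at 1500 cells/well, then exposed to library compounds with dopamine controls for 90 minutes at 37 degrees C. DiscoveRx reagent added for 30–60 minutes at room temperature; luminescence read, quantitative HTS format.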
DRD3 agonist – qHTS of D3 Dopamine Receptor Agonist: qHTS; D3R DiscoveRx beta-arrestin cells, luminescence, 90 min; D(3) dopamine receptor (Homo sapiens), P35462; max activation, %; 410,000 compounds, 0.58% hits; in the data active means max activation above about 30%; further: 0% is about no effect; mostly tested at two doses, the higher about 12 µM
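Cells at 1500/well, incubated overnight, then treated with pinned compounds (dopamine as control) for 90 min at 37 degrees C. DiscoveRx reagent added for 30 - 60 minutes at room temperature; luminescence read.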
SW480 rerep – A quantitative high throughput screen for small molecules that induce DNA re-replication in SW480 colon adenocarcinoma cells | SW480 DNA re-replication, Hoechst DNA content imaging, 48 h | Potency, µM (doses to about 46.1 µM), for inactives: at the highest dose re-replication activation, usual class: activators | 340,000 compounds, 1.8% hits | AID 624297, 2012; further: potency means the concentration at half of the fitted maximal effect; % of control where 0% means no effect; nearly all actives have a fitted effect of over 55% in size
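Readout is total intensity of Hoechst-stained nuclei, excited at 405 nm and collected at 500-530 nm. Compound treatment lasted 48 hr at 37 C in 5% CO2 before staining.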
HT1080 IDH1KD tx – qHTS for induction of synthetic lethality in tumor cells producing 2HG: qHTS for the HT-1080-IDH1KD cell line | HT-1080 IDH1 knockdown viability, ATP luminescence, 48 h | Potency, µM (titrated, usually from 46.1 µM), for inactives: top-dose activity, negative = toxicity, most hits filed as cytotoxic | 360,000 compounds, 2% hits | AID 686971, 2013;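 further: potency means the concentration at half of the fitted maximal effect; 0% = DMSO wells and -100% = cell-free medium wells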
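Viability of IDH1-knockdown HT-1080 fibrosarcoma cells was assessed by CellTiter-Glo after 48 h at 37 °C with titrated compound; concentration-effect curves were classified by fit quality and response size.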
KB-V1 cytotox – qHTS assay for MDR1-selective chemotherapeutics: Primary screen using the drug-selected MDR subline cells KB-V1; 400,000 compounds, 3.4% hits; KB-V1 MDR cells viability, CellTiter-Glo, 72 h; AID 1347076, 2019; Potency, µM (doses to about 46.1 µM), inactives show at the top dose activity change, negative = cytotoxicity, usual class: cytotoxic; further: potency means the concentration at half of the fitted maximal effect; on the % scale 0 is the no-effect control and ±100 the full control effect; nearly all actives have a fitted effect of over 60% in size
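KB-V1 MDR subline cells in DMEM (phenol-red free, 10% FBS) exposed to compounds in qHTS concentration series for 72 h at 37 degrees C. Viability read by CellTiter-Glo luminescence; concentration-effect curves fitted after normalization and correction.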
GLP-1R agonist – qHTS of GLP-1 Receptor Agonists | HEK293 GLP-1R CRE-luciferase, luminescence, 4-6 h; cells express a hypersensitive GLP-1R form | Potency, µM (top dose mostly 45.6 µM), for the others: top-dose activation, hits mostly activators | 380,000 compounds, 0.007% hits; further: potency means the concentration at half of the fitted maximal effect; % of control where 0% means no effect
Target sequence (P43220 whole entry, looked up): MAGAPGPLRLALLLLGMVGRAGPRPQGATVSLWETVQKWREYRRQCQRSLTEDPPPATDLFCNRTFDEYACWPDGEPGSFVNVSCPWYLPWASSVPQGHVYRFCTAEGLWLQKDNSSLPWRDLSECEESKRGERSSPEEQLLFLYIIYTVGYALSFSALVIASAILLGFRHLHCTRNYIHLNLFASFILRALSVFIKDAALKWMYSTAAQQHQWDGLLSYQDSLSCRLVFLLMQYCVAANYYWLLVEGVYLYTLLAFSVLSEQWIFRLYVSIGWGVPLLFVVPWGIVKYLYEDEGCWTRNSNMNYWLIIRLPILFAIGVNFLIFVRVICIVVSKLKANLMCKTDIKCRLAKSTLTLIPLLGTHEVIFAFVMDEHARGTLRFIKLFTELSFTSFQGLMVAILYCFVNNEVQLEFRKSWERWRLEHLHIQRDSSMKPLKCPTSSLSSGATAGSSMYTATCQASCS
HT1080NT lethal – qHTS for induction of synthetic lethality in tumor cells producing 2HG: qHTS for the HT-1080-NT fibrosarcoma cell line; 360,000 compounds, 1.6% hits; HT-1080-NT fibrosarcoma viability, CellTiter-Glo ATP luminescence, 48 h; Potency, µM (titrated, usually from 46.1 µM), inactives show at the highest dose activity, negative = less viability, most hits filed as cytotoxic;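 further: NT is the 2HG producing partner of a matched IDH1 knockdown line; potency means the concentration at half of the fitted maximal effect; 0% = DMSO-treated cells and -100% = media-only wells without cells; nearly all actives have a fitted effect of over 55% in size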
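HT-1080-NT; 750 cells/well; 5% FBS RPMI; 48 h compound, 37 degrees C; CellTiter-Glo luminescence; curve fitting and curve-class assignment.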
KB-3-1 cytotox – qHTS assay for MDR1-selective chemotherapeutics: Primary screen using the parental adenocarcinoma cell KB-3-1 | 400,000 compounds, 1.4% hits | KB-3-1 viability, CellTiter-Glo ATP luminescence, 72 h | Potency, µM (doses to about 46.1 µM), for the others: at the top dose activity change, negative = cytotoxic, usual class: cytotoxic | AID 1347075, 2019; further: potency means the concentration at half of the fitted maximal effect; on the % scale 0 is the no-effect control and ±100 the full control effect; nearly all actives have a fitted effect of over 60% in size
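72 h, 37 °C compound treatment of KB-3-1 parental cells; CellTiter-Glo added, 10 min, luminescence read. Data corrected against DMSO-only plates and normalized before curve fitting.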
IL1B secr inh – qHTS for Inhibitors of Inflammasome Signaling: IL-1-beta AlphaLISA Primary Screen. AID 743279, 2014. THP-1 LPS/ATP IL-1B secretion, AlphaLISA, 16 h; stronger effect = lower value. 360,000 compounds, 4.7% hits. activity change, % at 57.5 µM; in the data active means activity change below about -50%; inconclusive means mostly about -30% to -49%; further: on the % scale 0 is the no-effect control and ±100 the full control effect
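THP-1 cells pretreated 1 hr with compounds (up to 57.5 uM final), then stimulated with LPS (250 ng/mL final) plus ATP (1.25 mM final); secreted IL-1B measured by AlphaLISA after 16 hr, decreased signal indicating inhibition.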
Numbers without * were called inactive; ? = inconclusive; nt = not tested or not shown; [ ] = another dose, or the depositor's remark. Unless noted, the call rests on the fitted dose curve; in most records, active means well fitted curve in the direction sought with a large enough effect; inconclusive means small, poorly fitted or top-dose-only effect, or another doubt; inactive means no such curve, though single readings can be large; an effect the other way counts as inactive or inconclusive.

SMILES	DRD3 antagonist	DRD3 agonist	SW480 rerep	HT1080 IDH1KD tx	KB-V1 cytotox	GLP-1R agonist	HT1080NT lethal	KB-3-1 cytotox	IL1B secr inh
COc1ccccc1-n1c(SCC(=O)N2CCOCC2)nc(O)c(Cc2ccccc2)c1=O	-4	2	-1%	1%	1%	5%	0%	-7%	15
COc1ccc(C2C3=C(CC(C)(C)CC3=O)Nc3n[nH]c(C)c32)cc1 (stereo not drawn)	15	5	-1%	-3%	0%	4%	-2%	2%	-4
CCN(C(=O)CSc1nnc(C2CC2)n1-c1ccccc1)C1CCS(=O)(=O)C1 (stereo not drawn)	-2	0	-2%	0%	9%	6%	17%	1%	-7
Cc1cc(S(=O)(=O)NC(C)C)ccc1OCC(=O)N1CCOCC1	-10	-10	0%	-3%	14%	2%	8%	-1%	0
S=c1[nH]nc(COc2ccccc2)n1/N=C/c1cccs1	-14	-1	1%	6%	-20%	15%	1%	2%	0
COc1cc(S(=O)(=O)N2CCN=C2c2ccccc2)ccc1Cl	2	-7	1%	-13%	16µM*	16%	-11%	-9%	-3
Cc1ccc(-c2oc3ccccc3c(=O)c2OCC(=O)O)cc1	21	7	-17%	4%	-17%	5%	19%	-3%	17
Cc1nnc(SCC(=O)N(C)c2c(N)n(Cc3ccccc3)c(=O)[nH]c2=O)n1Cc1ccccc1	-14	-9	-6%	1%	-17%	4%	20%	-9%	11
CCC(C)Nc1nc(SC(C(C)=O)C(C)=O)nc(N(C)C)n1 (stereo not drawn)	-9	7	0%	0%	-25%	-1%	-1%	-3%	5
CN(C)c1ccc(N2C(=NC(=O)C3CCCO3)SC3CS(=O)(=O)CC32)cc1 (stereo not drawn)	-13	4	?	1%	18%	-4%	-1%	-3%	-5
CCNC(=O)NC(=O)COC(=O)c1ccccc1SCC(=O)NC(=O)NCC	-75*	3	1%	29µM*	-3%	-10%	-7%	-9%	40
CCn1c2ccccc2c2cc(CC(N)=O)ccc21	0	6	?	0%	2%	10%	7%	1%	16
CCc1ccc(-c2cc(C)no2)cc1S(=O)(=O)Nc1cc(C)on1	-75*	-24	-8%	17%	?	-4%	11%	8%	45
COc1ccc(C(=O)NCc2nnc(SCC(=O)N3CCCCC3)o2)cc1	5	1	-2%	-2%	-16%	1%	-1%	8%	9
O=C1c2ccccc2NC(c2ccccc2)N1c1ccc(O)cc1 (stereo not drawn)	-17	1	-1%	0%	1%	7%	0%	26%	-10
CN(CC(=O)Nc1cccc(F)c1)C(=O)c1ccc2c(=O)n3c(nc2c1)CCC3	9	2	-1%	11%	15%	-6%	7%	-5%	-5
COc1cc2c(cc1OC)C(COc1ccc(F)cc1)N(C(=O)Cc1ccccc1)CC2 (stereo not drawn)	nt	4	nt	nt	-18%	16%	nt	-3%	nt
CC(=O)c1cccc(S(=O)(=O)N2CCC(C(=O)O)(c3ccccc3)CC2)c1	5	-7	15%	3%	-11%	4%	-22%	-12%	-10
CCc1ccccc1NC(=O)Nc1cnccn1	-5	-5	-43%[inhibitor]	23%	-20%	11%	11%	-27%	-23
Cc1ccc(OCC(=O)N(Cc2ccccc2)C(C)C)c([N+](=O)[O-])n1	6	2	-7%	2%	-1%	5%	5%	6%	14
O=C(Nc1ccc(Cl)cc1)Nn1cnc2ccccc2c1=O	-4	1	-3%	-16%	0%	9%	-5%	-26%	-6
COc1ccc(NS(=O)(=O)c2ccc(C)c(C(=O)NCCCn3ccnc3)c2)cc1	22	2	nt	3%	26%	-3%	5%	0%	17
O=C(CN1C(=O)C2(OCCCO2)c2ccccc21)NCc1ccccc1	12	-13	12%	5%	-5%	-10%	8%	-3%	7
COc1ccccc1C(=O)Nc1cc(C)ccc1NC(=O)c1ccco1	-26	-5	1%	-1%	-8%	5%	-4%	-7%	-20
O=C(CC1NCCNC1=O)Nc1ccc2c(c1)OCCO2 (stereo not drawn)	-22	7	-1%	6%	-3%	-12%	8%	-1%	0
CC(C)N(C)C(=O)C(=O)c1cccn1-c1cccc(Cl)c1C#N	0	6	16%	0%	-2%	-4%	-2%	0%	-12
Cc1cc(OCC(=O)NCCc2ccc(Cl)cc2)c2c(C)cc(=O)oc2c1	-19	-3	7%	12%	-10%	-4%	-3%	1%	9
C#Cc1cccc(Nc2nc(NCCOC)nc3ccsc23)c1	71	2	nt	?	-2%	30%	?	0%	-8
Cc1ccc(NC(=O)CCc2c(C)nc3nc(C)nn3c2C)c(Cl)c1	nt	-2	nt	nt	-12%	0%	nt	10%	nt
Cc1cc(OC(C)C(=O)NCC(O)c2ccccc2)c2c(C)cc(=O)oc2c1 (stereo not drawn)	1	3	0%	1%	-4%	-1%	10%	10%	8
CCOc1cnc(-c2c(-c3c(Cl)cccc3Cl)noc2C)o1	-26	-2	?	-1%	-43%	6%	-18%	-23%	-5
CCOc1ccc(CCNC(=O)C(O)c2ccccc2)cc1 (stereo not drawn)	4	3	5%	0%	8%	15%	6%	19%	15
Cc1cc(C)nc(NS(=O)(=O)c2ccc(N/C=C3\CCCC3=O)cc2)n1	18	-5	1%	6%	14%	4%	8%	-25%	2
O=C(CCN1CCN(CCO)CC1)Nc1ccccc1	-1	1	-5%	-3%	25%	5%	3%	5%	10
O=[N+]([O-])c1ccccc1S(=O)(=O)N1CCN(Cc2ccsc2)CC1	-18	12	-6%	5%	5%	5%	5%	4%	12
COc1ccc(C(=O)N(CCc2ccccc2)Cc2ccccc2)c(OC)n1	1	-3	11%	-4%	8.2µM*	15%	-20%	?	-64*
O=C(N/N=C/c1ccc(OC(=O)c2ccc3c(c2)OCO3)cc1)c1cncc(Br)c1	14	8	-3%	0%	-4%	-7%	-6%	-4%	-5
CNC(=O)N(O)C1N(C)C(=O)N(CC(=O)OC)C1(C)C (stereo not drawn)	24	4	0%	6%	-1%	1%	14%	3%	-9
COc1ccc(N=C2NC(=O)CS2)c([N+](=O)[O-])c1	5	-3	?	11%	-7%	-5%	0%	0%	22
CC(C)c1nc2sc3c(SCCN(C)C)ncnc3c2c2c1CCC2	11	24	?	12%	-6%	9%	19%	20%	19

Rewritten with two lines to a compound: part of the list above
Results follow in this order: DRD3 antagonist | DRD3 agonist | SW480 rerep | HT1080 IDH1KD tx | KB-V1 cytotox | GLP-1R agonist | HT1080NT lethal | KB-3-1 cytotox | IL1B secr inh
Cc1ccc(OCC(=O)N(Cc2ccccc2)C(C)C)c([N+](=O)[O-])n1
→ 6 | 2 | -7% | 2% | -1% | 5% | 5% | 6% | 14
CCNC(=O)NC(=O)COC(=O)c1ccccc1SCC(=O)NC(=O)NCC
→ -75* | 3 | 1% | 29µM* | -3% | -10% | -7% | -9% | 40
CCc1ccccc1NC(=O)Nc1cnccn1
→ -5 | -5 | -43%[inhibitor] | 23% | -20% | 11% | 11% | -27% | -23
CCC(C)Nc1nc(SC(C(C)=O)C(C)=O)nc(N(C)C)n1 (stereo not drawn)
→ -9 | 7 | 0% | 0% | -25% | -1% | -1% | -3% | 5
CCN(C(=O)CSc1nnc(C2CC2)n1-c1ccccc1)C1CCS(=O)(=O)C1 (stereo not drawn)
→ -2 | 0 | -2% | 0% | 9% | 6% | 17% | 1% | -7

Next part:
SMILES	DRD3 antagonist	DRD3 agonist	SW480 rerep	HT1080 IDH1KD tx	KB-V1 cytotox	GLP-1R agonist	HT1080NT lethal	KB-3-1 cytotox	IL1B secr inh
CCn1c(NCc2ccccn2)nc2ccccc21	-3	1	-9%	0%	-6%	-7%	-5%	-2%	-16
CCOc1ccccc1C=C1SC(=S)N(CC)C1=O	11	4	-4%	19%	-3%	1%	12%	-4%	1
COc1cc2c(=O)n(Cc3ccco3)c(=O)n(CC(=O)c3ccc(Br)cc3)c2cc1OC	46	-9	-7%	-1%	-26%	7%	-2%	-13%	44
CNC(=O)CSc1nnc(-c2ccco2)n1-c1cccc(C)c1	9	0	-3%	-6%	-8%	0%	10%	8%	-13
O=C(CCNC(=O)c1ccc(Br)cc1)NNC(=O)c1ccccc1	-5	-7	3%	-19%	15%	-5%	-9%	?	19
Cc1cccc(NC(=O)CSc2nnc(-c3ccccc3)n2N)c1	12	5	1%	3%	-5%	-7%	1%	-1%	-7
CCSc1nnc(NC(=O)CCNC(=O)c2ccccc2Cl)s1	6	-3	-5%	-11%	-1%	7%	-9%	-12%	-1
CCN(CC)S(=O)(=O)c1ccc(NC(=O)c2cc(-c3ccccc3)nc3ccccc23)cc1	11	-5	-7%	-18%	5%	5%	-4%	-4%	10
CCN(CC)c1ccc(C(=O)N/N=C/c2ccc(OC)cc2OC)cc1	-8	-5	3%	-16%	-26%	8%	?	-25%	2
O=C(CSc1ccc(Cl)cc1)N1CCN(c2ccc(Cl)cc2[N+](=O)[O-])CC1	-9	3	2%	?	?	5%	?	9%	?
Cc1cc(C)n2nc(C(=O)N/N=C/c3ccco3)nc2n1	-6	-4	3%	14%	7%	-1%	15%	2%	-8
NC1=NC(c2ccc(F)cc2)n2c(nc3ccccc32)N1 (stereo not drawn)	8	-3	?	-4%	1%	0%	9%	7%	-5
CCCN1Cc2cccc(C(=O)Nc3ccc(CC)cc3)c2C1=O	-17	0	-4%	10%	0%	8%	-2%	0%	0
COC(=O)CN1C(=O)C(C)(C)Oc2ccc(C(=O)NC3CC3)cc21	14	-2	1%	12%	-17%	-1%	14%	4%	13
O=C(CN1CCN(Cc2ccccc2)CC1)N1N=CCC1c1ccccc1 (stereo not drawn)	-8	-3	-2%	24%	12%	6%	-5%	-3%	-8
CC1CCc2c(sc3ncnc(NCCCOC(C)C)c23)C1 (stereo not drawn)	11	-7	12%	-18%	-29%	29%	-6%	-16%	?

From PubChem
